# MOR-DOR inv ag = inverse agonist of human OPRM1-OPRD1 heterodimerization | cell-based MOR-DOR heterodimer luminescence, inverse agonism | inhibition, % at 9.3 µM | P35372+P41143 | hit rate 0.21% among 340,000; in the data active = inhibition above about 22%, passing the limit was not always enough;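 note: 0% = cells with DMSO and 100% = wells without cells with DMSO; values of inactives mirror those of a sister screen read the other way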
# MOR-DOR ag = OPRM1-OPRD1 heterodimerization agonism; P35372+P41143; cells, luminescence; activation, % at 9.3 µM; hit rate 0.3% among 340,000; AID 504326; in the data active = activation above about 18%;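 note: 0% = vehicle-treated cells and 100% = reference agonist; values of inactives mirror those of a sister screen read the other way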
# Keap1-Nrf2 PPI = Keap1-Nrf2 (human) interaction inhibition; Q14145; Keap1 Kelch-Nrf2 peptide fluorescence polarization, 1536-well; inhibition, % at 9.4 µM; hit rate 0.15% among 340,000; in the data active = inhibition above about 12%;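 note: human Keap1 Kelch domain with fluorescein labeled Nrf2 9mer peptide probe; 0% = neutral control wells and 100% = peptide positive control; higher means more block of Keap1 binding to Nrf2 peptide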
# Target sequence (Q14145 whole entry, looked up, the tested form may be a part): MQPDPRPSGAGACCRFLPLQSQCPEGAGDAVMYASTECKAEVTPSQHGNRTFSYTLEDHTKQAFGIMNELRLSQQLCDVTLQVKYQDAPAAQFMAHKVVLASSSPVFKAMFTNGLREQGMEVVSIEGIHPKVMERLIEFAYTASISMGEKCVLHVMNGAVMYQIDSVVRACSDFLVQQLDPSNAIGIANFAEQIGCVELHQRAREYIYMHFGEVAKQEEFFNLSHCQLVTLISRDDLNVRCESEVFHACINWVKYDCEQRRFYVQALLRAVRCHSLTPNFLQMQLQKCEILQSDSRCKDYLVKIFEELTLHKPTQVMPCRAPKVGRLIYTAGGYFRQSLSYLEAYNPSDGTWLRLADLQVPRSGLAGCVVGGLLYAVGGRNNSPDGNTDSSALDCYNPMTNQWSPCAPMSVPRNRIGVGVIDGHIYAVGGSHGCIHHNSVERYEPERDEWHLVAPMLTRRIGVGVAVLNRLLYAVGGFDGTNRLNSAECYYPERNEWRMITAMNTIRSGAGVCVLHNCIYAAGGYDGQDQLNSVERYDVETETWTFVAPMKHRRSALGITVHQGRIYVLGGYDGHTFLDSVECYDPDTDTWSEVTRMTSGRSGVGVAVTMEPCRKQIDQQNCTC
# RTF Ca sens act = increases calcium sensitivity of human cardiac regulated thin filaments | IANBD-labeled TnC RTF fluorescence at EC20 calcium; 0% EC20 calcium, 100% full calcium | hit rate 0.24% among 340,000 | activation, % at 7.2 µM;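 active = activation above the mean over all tested compounds plus 3 SD, cut at about 30% in these data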;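 note: rise in fluorescence read as greater calcium sensitivity of cardiac thin filaments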
# HTR5A inv ag = counter-screen for OPRM1-OPRD1 inverse agonists: human HTR5A inverse agonism. P47898. HTR5A cell line, luminescence. inhibition, % at 9.3 µM. hit rate 0.083% among 340,000. AID 504634; in the data active = inhibition mostly above about 23%, no sharp cut-off; inactive = mostly below about 18%;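 note: 0% = cells with DMSO and 100% = no-cell wells with DMSO; some compounds called inactive have numbers as strong as hits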
# Target sequence (P47898 whole entry, looked up): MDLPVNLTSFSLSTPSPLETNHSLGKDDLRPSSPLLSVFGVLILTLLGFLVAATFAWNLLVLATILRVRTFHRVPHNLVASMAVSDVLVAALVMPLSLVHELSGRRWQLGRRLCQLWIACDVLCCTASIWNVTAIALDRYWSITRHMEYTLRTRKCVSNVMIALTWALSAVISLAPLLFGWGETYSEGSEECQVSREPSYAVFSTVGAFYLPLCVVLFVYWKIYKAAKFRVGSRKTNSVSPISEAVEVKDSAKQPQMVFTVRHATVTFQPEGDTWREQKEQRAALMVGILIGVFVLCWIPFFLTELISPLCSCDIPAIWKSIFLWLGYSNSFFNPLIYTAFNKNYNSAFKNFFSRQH
# HTR5A ag ctr = counter-screen for OPRM1-OPRD1 agonists: human HTR5A agonism; HTR5A agonist assay, luminescence, cell-based; activation, % at 9.3 µM; hit rate 0.61% among 340,000; AID 504692; in the data active = activation mostly above about 9.5%, no sharp cut-off; inactive = mostly below about 7.6%;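 note: 0% = cells with vehicle only and 100% = reference agonist; strong numbers were not always called active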
# Cardiac RTF inh = cardiac RTF calcium desensitization; hit rate 0.12% among 340,000; inhibition, % at 7.15 µM; IANBD-labeled cardiac RTF, Ca2+ fluorescence; P19429+P45379;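 active = inhibition above the mean inhibition of all tested compounds plus 3 SD, cut at about 17% in these data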;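 note: assay run at fixed EC70 calcium of 1.6 mM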
# LANA DNA inh = blocks KSHV LANA C-terminal domain binding to DNA. MBP-C-LANA/FAM-LBS DNA binding, fluorescence polarization. inhibition, % at 9 µM. hit rate 0.078% among 340,000;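 active = highest replicate inhibition at or above 60% at 9 µM, even if other replicates fall short; inactive = all replicates below 60% inhibition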;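 note: 0% = neutral control wells and 100% = 4 µM acridine orange control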
# V-ATPase pH = yeast V-ATPase proton transport regulation by pHLuorin | AID 504577 | response, % at 10 µM | hit rate 0.37% among 350,000 | S. cerevisiae, pHLuorin cytosolic pH fluorescence; in the data active = response mostly above about 7.3%, no sharp cut-off; inactive = mostly below about 5.4%; note: actives read high; inactives centre near 0; some compounds called inactive have numbers as strong as hits; reference of the scale not given here
# CAL-PDZ inh HTS = inhibitors of human CAL PDZ peptide binding; purified CAL PDZ, TMR-peptide fluorescence polarization, 1 h; inhibition, % at 24.9 µM; hit rate 0.92% among 300,000; AID 602252;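 active = mean inhibition of at least 30% with at least half of replicates also reaching 30%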;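 note: 0% = DMSO neutral control and 100% = excess unlabeled competitor peptide PRC23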
# * marks the source's active call; other numbers are inactive results; · = no result given.
molecule	V-ATPase pH	HTR5A ag ctr	Keap1-Nrf2 PPI	RTF Ca sens act	MOR-DOR inv ag	MOR-DOR ag	HTR5A inv ag	Cardiac RTF inh	LANA DNA inh	CAL-PDZ inh HTS
N#Cc1nc(COc2ccccc2F)oc1NCCCn1ccnc1	-2	0	-1	-2	7	-1.1	5	3	1.8	-2
O=C(Nc1cccc(F)c1)c1cc(S(=O)(=O)NCCC2=CCCCC2)ccc1F	0	0	2	3	-33	6.4	1	-5	1.0	-2
COC(=O)/C=C1\S/C(=N/N=C/c2ccco2)NC1=O	-1	-4	0	-4	19	-3.0	11	-5	0.0	-3
CC1CCCCC1NC(=O)Cn1nnc2ccccc2c1=O (stereo unspecified)	18*	3	-1	14	-7	1.5	19	-9	0.0	-9
Cc1ncc(CN2CCC(C(=O)Nc3ccc(Oc4cccnc4)cc3)CC2)cn1	-1	0	-4	-1	1	-0.1	11	-2	-1.3	·
O=C(COC(=O)c1c(F)cccc1F)NCc1ccc2c(c1)OCO2	·	0	2	2	0	0.0	2	-4	2.0	·
Cc1sc2nc(CSc3ncn[nH]3)[nH]c(=O)c2c1C	0	0	-1	-1	7	-1.3	0	0	0.0	2
CCOC(=O)C1CCN(C(=O)c2cc3cc(C)ccc3[nH]2)CC1	4	4	3	-4	6	-1.1	-14	3	8.6	-2
Cc1ccc(-c2nnc(SCC(=O)CC(=O)Nc3ccccc3)n2-c2ccccc2)cc1	1	0	-6	4	10	-2.3	-28	-5	0.2	·
O=C(CSc1nnc(-c2ccco2)n1Cc1ccccc1)c1ccc(F)cc1	-3	6	-5	3	-9	1.6	-1	-8	-1.9	-4
CSc1ncccc1C(=O)OCC(=O)NCCc1ccccc1	-2	5	-1	-1	6	-1.4	-1	-1	1.0	0
CCS(=O)(=O)C1=NN2C(=N)/C(=C\c3ccc(OS(=O)(=O)c4ccccc4)cc3)C(=O)N=C2S1	2	3	-1	-5	20	-4.0	-10	2	1.7	-4
CCCCn1c(N)c(N(CC)C(=O)c2cnc(C)cn2)c(=O)[nH]c1=O	-2	-5	-5	-2	1	-0.2	12	5	-0.7	-2
Cc1cc(C)n(-c2ccc(C(=O)OCC(=O)NC(c3ccccc3)c3ccccc3)cc2)n1	-2	13	-7	4	-25	5.0	-44	-1	-1.4	-3
Cc1cc(C)nc(SCC(=O)c2ccc(F)cc2)n1	0	-2	-3	-3	5	-1.1	6	-1	-1.5	-2
O=C(CSc1nnc(-c2ccccn2)n1Cc1ccccc1)Nc1ccc2c(c1)OCO2	-3	2	5	8	11	-1.9	-6	4	-1.0	32*
Brc1ccc(-c2ccccc2)cc1	13	5	-3	1	12	-2.3	-19	-10	-0.8	-1
c1ccc(C2C/C(=N\N3CCOCC3)c3ccccc3O2)cc1 (stereo unspecified)	1	3	-1	9	3	-0.5	-10	1	-1.0	-4
COCC(=O)Nc1ccc(S(=O)(=O)N2CCCC2)cc1	3	1	-2	5	7	-1.4	-4	-14	-2.4	-4
O=C(Nc1ccc(S(=O)(=O)N2CCCC2)cc1)N1c2ccccc2Sc2ccccc21	-1	4	-5	-4	-10	1.7	-11	-10	-0.7	-4
Cc1cc(C)c2c(CN3CCN(C/C=C/c4ccccc4)CC3)cc(=O)oc2c1	0	-7	-4	2	-14	2.4	18	2	-1.1	-5
CC(=O)OC(Cn1ccnc1)c1ccccc1 (stereo unspecified)	-1	3	-6	-1	9	-2.1	11	-2	-0.9	-3
Cc1nnc(SCc2nnc(-c3cccs3)o2)n1C	0	3	-2	7	8	-1.7	-9	-5	0.4	2
COc1ccc(/C=C2\N=C(C)OC2=O)cc1OC	1	3	-5	-2	15	-2.9	-12	-5	0.4	-1
Cc1nc2cc(-c3ccccc3)nn2c(N)c1-c1ccccc1	0	-2	-6	1	6	-1.1	8	-10	-1.5	·
O=C(COC(=O)c1ccccc1)Nc1ccccc1Sc1ccccc1	-3	0	3	3	-8	1.5	15	3	0.7	-10
O=C(NC1CCCCC1)c1ccc(S(=O)(=O)N2CCOCC2)cc1	1	-5	-4	7	-5	0.8	13	-20	0.4	-4
O=C(c1ccco1)N1CCN(C(c2ccc(F)cc2)c2nnnn2CC2CCCO2)CC1 (stereo unspecified)	1	-1	-1	-6	10	-2.3	-2	1	-0.4	-4
Cc1ccc(NC(=O)C(C)[n+]2ccccc2)cc1[N+](=O)[O-] (stereo unspecified)	3	5	-2	0	18	-3.6	-15	0	0.2	1
COc1ccc2cc(C3C(C#N)=C(N)OC(C)=C3C(C)=O)c(Cl)nc2c1 (stereo unspecified)	3	1	-2	-1	-3	0.6	-2	-17	4.3	4
COc1ccc(C(=O)CSc2nnc(C(CO)NC(=O)c3ccc(OC)cc3)n2C)cc1 (stereo unspecified)	-4	8	0	0	2	-0.3	-21	-9	-4.0	0
O=C(c1ccncc1)N1CCN(S(=O)(=O)c2ccc3ccccc3c2)CC1	1	-2	-2	0	1	-0.3	7	-4	0.8	1
COc1ccc(N2CCN(C(=O)CN(Cc3ccc(Cl)cc3)S(C)(=O)=O)CC2)cc1	1	6	2	-1	-3	0.5	2	-8	-0.1	-4
COc1ccc(S(=O)(=O)N[C@@H](Cc2ccc(Cl)cc2)C(=O)N2CC[C@@]3(O)CCCC[C@H]3C2)cc1	2	-1	2	-2	-5	0.9	-5	3	5.9	-2
c1ccc2c(c1)ccc1nnc(-c3ccc4c(c3)OCO4)n12	4	2	-3	5	8	-1.3	-6	-2	1.5	-1
CCCN1CCC(NC(=O)Nc2ccccc2C(=O)OC)CC1	7	3	-6	3	8	-1.5	22	-6	-0.1	·
O=[N+]([O-])c1ccc(CSCc2ccc([N+](=O)[O-])cc2)cc1	2	0	1	-4	11	-2.3	0	-3	-0.2	0
O=S(=O)(NCCc1cn2ccccc2n1)c1ccc(-c2ccccc2)cc1	2	0	2	-1	-2	0.7	14	3	0.2	-1
Cn1nc(C(=O)Nc2cccc(Cl)c2)cc1C(=O)Nc1cccc(Cl)c1	-3	7	1	-1	-40	7.9	-18	-6	1.0	-4
CCOC(=O)C1CCN(C(=O)COC(=O)COc2ccc(Cl)cc2)CC1	0	-1	4	0	-3	0.6	18	-2	-0.3	-2
CCCNC(=O)COC(=O)CCC(=O)c1ccc(F)cc1	-8	-1	-4	-5	10	-1.9	3	-1	-0.5	·
CS(=O)(=O)c1ccccc1C(=O)Nc1ccc2sccc2c1	0	2	2	8	5	-1.0	-7	-9	-0.3	·
C=CCn1cc(C(=O)NCc2ccc(Cl)cc2)c(=O)c2cc(S(=O)(=O)N(CC)CC)ccc21	3	-5	-2	-2	-1	0.2	-1	2	-5.3	-4
CC(=O)N1CCOCCOCCOCC1	3	-4	3	-1	17	-3.5	10	6	7.1	-2
COc1ccc2[nH]c3c(=O)n(CCCCC(=O)N4CCC(C(N)=O)CC4)c(=S)[nH]c3c2c1	-1	2	0	1	7	-1.2	-14	-13	-1.0	-3
CCCCn1c(N)c(N(CC(C)C)C(=O)c2ccc(OCC3CCCO3)cc2)c(=O)[nH]c1=O (stereo unspecified)	-2	-8	-3	2	3	-0.5	3	-4	-0.3	-5
CCOC(=O)c1sc(NC(=O)c2cc(-c3ccccc3)nc3ccccc23)c(C#N)c1C	1	0	-5	-4	4	-0.9	-6	-10	1.3	-3
Cc1ccc(-c2nn(-c3ccccc3)cc2/C=N/O)cc1	-3	3	-1	-9	-39	8.8	-10	-2	1.9	·
Cc1[nH]c2ccccc2c1SCCNC(=O)c1ccc(S(=O)(=O)N2CCCC2)cc1	0	-2	1	-2	6	-1.1	-18	-6	0.0	·
CCN(CC)C(=O)Cn1cc(S(=O)(=O)CC(=O)N2CCOCC2)c2ccccc21	-2	-1	-1	1	13	-2.5	-1	-6	0.6	5

# (more compounds)
molecule	V-ATPase pH	HTR5A ag ctr	Keap1-Nrf2 PPI	RTF Ca sens act	MOR-DOR inv ag	MOR-DOR ag	HTR5A inv ag	Cardiac RTF inh	LANA DNA inh	CAL-PDZ inh HTS
Cc1ccc(NNC(=O)c2snnc2C)cc1Cl	5	3	-1	-6	20	-3.8	-28	-6	0.3	-3
CCN1CCN(c2nnc(-c3ccc(C)cc3)c3ccccc23)CC1	-3	2	-2	-4	10	-1.8	-9	-3	0.3	-6
COc1cc(O)c(C(CC(=O)N2CCOCC2)c2cc(OC)c(OC)c(OC)c2)c(OC)c1 (stereo unspecified)	-5	4	0	-5	5	-0.9	-10	-5	1.2	-4
Cc1cc(C)n(C(=O)Cn2nc(C(F)F)cc2C)n1	0	0	2	1	2	-0.4	-5	-9	-0.5	·
COc1cccc(NC(=O)c2ncc(Cl)c(Cl)c2Cl)c1	-3	-4	-3	4	5	-1.1	9	-3	-0.9	-3
O=C(CCN1CCN(c2ccccc2)CC1)Nc1ccc(Cl)cc1	1	0	1	7	-12	2.3	-3	-3	0.1	0
CCCc1cc(=O)oc2cc(OCC(=O)N3CCC(C(N)=O)CC3)ccc12	-1	3	4	4	13	-2.6	7	0	0.0	0
COc1ccc(OCCSc2n[nH]c(N)n2)cc1	-4	-4	-3	1	7	-1.7	8	-1	-3.5	-4
CCSC1=NCN(CCCC(=O)O)CN1	-6	2	1	9	12	-2.0	23	-3	0.2	-1
O=C(NNC(=S)NCc1ccccc1)c1cccnc1	-2	2	0	-2	14	-2.8	-17	1	1.4	-2
O=C(NCc1ccccn1)C1CCC(CNS(=O)(=O)c2cccc3nsnc23)CC1 (stereo unspecified)	-4	-1	-2	7	13	-2.5	19	6	-1.5	-2
CCSc1nnc(NC(=O)c2nc(S(=O)(=O)Cc3ccc(F)cc3)ncc2Cl)s1	1	3	-1	1	-19	3.9	-11	-12	-0.8	-2
CC(C)(C)c1nnc(N/N=C/c2cc(Br)ccc2O)n(N)c1=O	0	6	2	-11	-43	8.0	-19	0	-0.5	·
COc1cccc(N2CCN(C(=O)c3cc(C)oc3C)CC2)c1	0	0	4	-6	9	-2.1	0	-1	2.3	-1
CC1CCC(C(C)C)C(=O)/C1=C/c1ccc(N)cc1 (stereo unspecified)	-1	4	-5	-6	-10	2.0	-11	-8	-0.2	3
O=C(CN(Cc1ccco1)C(=O)c1ccc([N+](=O)[O-])cc1)Nc1ccccc1C(F)(F)F	0	-8	1	2	-1	0.2	19	0	2.2	-5
Brc1ccc(-c2n(-c3ccccn3)c3ccccc3[n+]2-c2ccccn2)cc1	1	3	-1	4	-3	0.5	-7	3	-0.4	-2
Cc1cc(NC(=O)/C=C/c2cccc(F)c2)n(-c2nc3ccccc3[nH]2)n1	-3	1	2	-2	-4	0.8	14	3	3.6	0
O=C(OCc1cccc([N+](=O)[O-])c1)c1cc2ccccc2oc1=O	0	-1	-3	0	11	-2.1	4	0	-0.6	-1
NC(=O)CSc1cn(Cc2ccccc2)c2ccccc12	1	-1	1	-2	5	-1.0	2	-11	0.5	-1
Cc1cc(=O)n2[nH]c(-c3ccc(C(C)(C)C)cc3)cc2n1	7	2	-4	0	6	-1.1	-8	0	0.9	·
Cc1onc(-c2ccccc2Cl)c1C(=O)Nc1nnc(-c2ccc(Br)cc2)s1	-2	0	-4	12	-45	7.6	9	-13	-0.6	1

# Compound activity deposited in PubChem by several laboratories.
